IDE exosite FP: exo-site inhibitors of human insulin-degrading enzyme. P14735. purified IDE, FL-6b probe fluorescence polarization; stronger effect = lower value. z-score at 20 µM. 17,000 compounds, 6.3% hits;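 active = z-score of -3 or lower, meaning strong loss of probe binding signal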;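 also: His-tagged human IDE residues 42-1019 made in E. coli with 30 nM FL-6b probe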
Target sequence (P14735 42-1019 limits assumed): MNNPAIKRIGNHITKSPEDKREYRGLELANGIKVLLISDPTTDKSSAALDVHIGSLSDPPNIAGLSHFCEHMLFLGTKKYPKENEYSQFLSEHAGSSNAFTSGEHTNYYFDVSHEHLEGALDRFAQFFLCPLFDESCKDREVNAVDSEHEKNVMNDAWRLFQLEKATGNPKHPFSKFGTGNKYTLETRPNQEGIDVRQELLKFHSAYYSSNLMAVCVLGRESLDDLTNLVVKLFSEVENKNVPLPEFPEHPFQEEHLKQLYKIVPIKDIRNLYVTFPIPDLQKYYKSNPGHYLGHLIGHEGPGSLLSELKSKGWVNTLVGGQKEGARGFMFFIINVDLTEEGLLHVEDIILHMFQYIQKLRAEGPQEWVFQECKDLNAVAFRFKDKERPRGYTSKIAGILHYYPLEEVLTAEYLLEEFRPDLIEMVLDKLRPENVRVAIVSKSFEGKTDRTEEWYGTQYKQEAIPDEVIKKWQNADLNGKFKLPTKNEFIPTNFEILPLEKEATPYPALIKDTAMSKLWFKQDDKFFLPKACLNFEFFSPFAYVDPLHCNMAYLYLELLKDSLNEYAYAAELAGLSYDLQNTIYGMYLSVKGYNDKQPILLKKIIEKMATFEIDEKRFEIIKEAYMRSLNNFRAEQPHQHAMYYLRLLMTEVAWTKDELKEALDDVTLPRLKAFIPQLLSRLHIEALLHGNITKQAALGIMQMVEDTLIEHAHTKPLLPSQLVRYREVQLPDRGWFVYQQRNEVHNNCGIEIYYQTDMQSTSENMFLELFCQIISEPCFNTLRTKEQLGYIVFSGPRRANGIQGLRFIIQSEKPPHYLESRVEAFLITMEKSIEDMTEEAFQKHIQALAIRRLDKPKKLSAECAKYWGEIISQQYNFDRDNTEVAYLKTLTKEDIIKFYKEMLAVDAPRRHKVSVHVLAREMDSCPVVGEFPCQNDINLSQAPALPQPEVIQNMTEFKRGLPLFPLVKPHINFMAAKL
An asterisk follows results filed as active. Only part of the results is shown; the hit share may differ from the screen's.

nr | mol | IDE exosite FP
1 | C[C@H](CO)N1C[C@H](C)[C@H](CN(C)C(=O)Nc2ccccc2C(F)(F)F)OCc2ccccc2-c2c(n(C)c3ccccc23)C1=O | -0.184
2 | O=C(Nc1ccc(C(F)(F)F)cc1)N[C@@H]1C=C[C@H](CC(=O)N2CCCCC2)O[C@H]1CO | 0.65
3 | C/C=C/c1ccc([C@H]2[C@@H](CO)N3C(=O)CN(S(=O)(=O)c4ccccc4)C[C@@H]23)cc1 | -2.15
4 | O=C(N[C@@H]1CC[C@@H](CCn2cc(-c3ccccc3F)nn2)O[C@@H]1CO)c1ccc2c(c1)OCO2 | 1.59
5 | COc1ccccc1-c1ccc([C@@H]2[C@H](C#N)N[C@@H]2CO)cc1 | -9.3*
6 | O=C1CN(S(=O)(=O)Cc2ccccc2)C[C@@H]2[C@H](c3ccc(C#Cc4ccccc4)cc3)[C@@H](CO)N12 | 0.806
7 | C[C@H](CO)N1C[C@H](C)[C@@H](CN(C)S(=O)(=O)c2cn(C)cn2)Oc2cc(C#Cc3cccc(F)c3)ccc2S1(=O)=O | -0.533
8 | O=C(Nc1ccccc1)[C@H]1[C@H](CO)[C@H]2Cn3c(ccc(C4=CCCCC4)c3=O)[C@H]2N1Cc1cocn1 | -0.249
9 | CCC(=O)N1CC(=O)N2[C@H](CO)[C@@H](c3ccc(C#Cc4cccc(OC)c4)cc3)[C@H]2C1 | -4.25*
10 | CN(C)CC#Cc1ccc([C@H]2[C@H]3CN(CC4CCOCC4)CCCCN3[C@H]2CO)cc1 | 1.08
11 | COc1ccccc1-c1ccc2c(c1)[C@@H]1[C@@H](CCN1S(=O)(=O)c1ccc(C)cc1)[C@H](CO)N2 | 1.83
12 | COCC#Cc1ccc([C@H]2[C@@H](CO)N3C(=O)CN(C(=O)C4CCC4)C[C@H]23)cc1 | 4.08
13 | O=C(NCC1CCCCC1)[C@H]1[C@H](CO)[C@H]2Cn3c(ccc(-c4ccc(F)cc4)c3=O)[C@@H]1N2 | 2.46
14 | O=C(C[C@H]1CC[C@@H](NC(=O)CN2CCOCC2)[C@@H](CO)O1)NC1CCC1 | -0.289
15 | N#C[C@@H]1[C@@H](c2ccc(C3=CCCCC3)cc2)[C@H](CO)N1C(=O)c1cccc(F)c1 | 3.35
16 | C/C=C/c1ccc([C@@H]2[C@@H](CO)N(C(=O)NC(C)C)[C@H]2CN(C)C(=O)CC)cc1 | 3.55
17 | O=C(Cc1ccccc1)N1CC(=O)N2[C@H](CO)[C@@H](c3ccc(C#Cc4ccccc4)cc3)[C@H]2C1 | -1.77
18 | O=C(c1cccnc1)N1CC(=O)N2[C@H](CO)[C@@H](c3ccc(-c4cccnc4)cc3)[C@H]2C1 | 0.232
19 | O=C(NC1CCCC1)N1CCCCN2[C@H](C1)[C@@H](c1ccc(-c3cccnc3)cc1)[C@@H]2CO | -0.832
20 | CCS(=O)(=O)N1CCCCN2[C@H](CO)[C@@H](c3ccc(C#CC(C)(C)O)cc3)[C@H]2C1 | 4.63
21 | CC(=O)N1CCCCN2[C@H](CO)[C@@H](c3ccc(C#Cc4ccccc4F)cc3)[C@H]2C1 | -5.25*
22 | COc1ccccc1-c1ccc([C@H]2[C@H](CO)N3CCCCN(Cc4ccncc4)C[C@@H]23)cc1 | -8.05*
23 | O=C(NCCc1ccncc1)[C@@H]1[C@@H](CO)[C@@H]2Cn3c(cccc3=O)[C@H]1N2Cc1ccccc1F | 1.26
24 | COCC(=O)N1CC(=O)N2[C@H](CO)[C@H](c3ccc(C#CC(C)C)cc3)[C@@H]2C1 | 1.13
25 | CO[C@@H]1CC[C@@H]2CCOc3ccc(C#N)cc3C(=O)N(C)C[C@@H](c3ccccc3)CC(=O)N(C)C[C@H]1O2 | 1.07
26 | O=C(Nc1ccc(F)cc1)N1CCCCN2[C@H](CO)[C@H](c3ccc(-c4cccc(F)c4)cc3)[C@@H]2C1 | 5.35
27 | COc1ccccc1-c1ccc([C@@H]2[C@H]3CN(C(=O)CN4CCOCC4)CCCCN3[C@H]2CO)cc1 | 0.613
28 | N#C[C@H]1[C@H](c2ccc(C3=CCCC3)cc2)[C@@H](CO)N1C(=O)c1ccccn1 | -1.14
29 | C/C=C/c1ccc([C@@H]2[C@H](CO)N[C@H]2CN(C(=O)c2ccccc2F)C(C)C)cc1 | 0.85
30 | COc1ccccc1NC(=O)N1CCCCN2[C@H](CO)[C@H](c3ccc(-c4cccc(F)c4)cc3)[C@H]2C1 | 2.15
31 | CCCNC(=O)N1[C@@H](C#N)[C@H](c2ccc(C#Cc3cccc(F)c3)cc2)[C@@H]1CO | -0.985
32 | COc1ccc2c3c([nH]c2c1)[C@@H](CO)N(C(=O)C1CCOCC1)CC31CN(C(=O)NC(C)C)C1 | 0.733
33 | Cc1cccc(S(=O)(=O)N2CCCCN3[C@H](CO)[C@@H](c4ccc(C#CC(C)C)cc4)[C@H]3C2)c1 | 3.71
34 | C/C=C/c1ccc([C@H]2[C@@H](C#N)N(C(=O)NC3CCCC3)[C@@H]2CO)cc1 | 1.26
35 | O=C(c1cccnc1)N1CCCCN2[C@H](C1)[C@@H](c1ccc(C#Cc3cccnc3)cc1)[C@@H]2CO | 1.88
36 | CO[C@H]1CN(C)C(=O)c2ccc(NS(=O)(=O)CC(F)(F)F)cc2OC[C@H](C)N(Cc2nccs2)C[C@H]1C | 0.0371
37 | CCS(=O)(=O)Nc1ccc2c(c1)C(=O)N(C)[C@@H]1CC[C@H](CC(=O)N[C@@H]3CCN(Cc4ccccc4)C3)O[C@@H]1CO2 | -0.414
38 | CCS(=O)(=O)N1[C@H](CO)[C@H](c2ccc(C3=CCCCC3)cc2)[C@@H]1C#N | 1.34
39 | Cc1ccccc1S(=O)(=O)N1CC(=O)N2[C@@H](CO)[C@@H](c3ccc(C#CCN(C)C)cc3)[C@@H]2C1 | 4.14
40 | O=C(Cc1ccccn1)N1CC(=O)N2[C@H](CO)[C@@H](c3ccc(C#CC4CCCCC4)cc3)[C@H]2C1 | -0.35
41 | CN1C(=O)c2cc(NC(=O)c3ccccc3Cl)ccc2OC[C@H]2O[C@@H](CC(=O)Nc3ccc4c(c3)CCC4)CC[C@@H]21 | -1.07
42 | C[C@@H]1CN([C@H](C)CO)C(=O)c2cc(N(C)C)ccc2O[C@@H](C)CCCCO[C@@H]1CN(C)S(=O)(=O)c1ccc(F)cc1 | 0.114
43 | CCS(=O)(=O)N1CC2(CN(C)[C@@H](CO)c3c2c2ccc(OC)cc2n3C)C1 | -1.09
44 | COCC(=O)N1[C@H](C#N)[C@H](c2ccc(C#CCC3CCCC3)cc2)[C@@H]1CO | -1.3
45 | CCCC#Cc1ccc([C@@H]2[C@H]3CN(C(=O)c4ccccn4)CC(=O)N3[C@H]2CO)cc1 | 2.66
46 | O=C(Cc1ccccn1)N1CC(=O)N2[C@H](CO)[C@H](c3ccc(C#CC4CC4)cc3)[C@H]2C1 | 2.16
47 | CCS(=O)(=O)Nc1ccc2c(c1)C(=O)N(C)[C@H]1CC[C@@H](CC(=O)N[C@H]3CCN(Cc4ccccc4)C3)O[C@@H]1CO2 | 0.149
48 | COc1cccc(NC(=O)N[C@@H]2CC[C@@H](CC(=O)N3CCN(C)CC3)O[C@@H]2CO)c1 | 3.8
49 | COc1cccc(NC(=O)C[C@@H]2CC[C@@H]3[C@@H](COc4ccc(NS(=O)(=O)c5cccc(F)c5)cc4C(=O)N3C)O2)c1 | -0.651
50 | CO[C@H](CN(C)S(=O)(=O)c1cccc(Cl)c1)[C@H](C)CN(C(=O)Nc1ccccc1F)[C@H](C)CO | 1.07
51 | C[C@@H]1CC(=O)NCC/C=C\C[C@H](c2cccc(Cl)c2)NC1=O | -0.0508
52 | COc1cccc(S(=O)(=O)N2CCCCN3[C@H](CO)[C@@H](c4ccc(-c5cccnc5)cc4)[C@@H]3C2)c1 | -3.53*
53 | CC(C)NC(=O)Nc1ccc2c(c1)C(=O)N([C@@H](C)CO)C[C@@H](C)[C@H](CN(C)C(=O)C1CCCCC1)OCCCC[C@H](C)O2 | 1.4
54 | CCCC#Cc1ccc([C@@H]2[C@H](CO)N3CCCCN(S(=O)(=O)c4ccccc4C)C[C@@H]23)cc1 | 0.355
55 | C/C=C/c1ccc([C@H]2[C@H](CO)N3C(=O)CN(C(=O)Nc4ccc(OC)cc4)C[C@@H]23)cc1 | -0.393
56 | O=C(CN1CCOCC1)N1CCCCN2[C@H](C1)[C@@H](c1ccc(C#Cc3ccccc3)cc1)[C@@H]2CO | -6.58*
57 | C[C@@H]1CN([C@@H](C)CO)C(=O)c2cccc(NS(=O)(=O)c3cn(C)cn3)c2O[C@H]1CN(C)Cc1ccc(Oc2ccccc2)cc1 | 1.19
58 | C[C@@H]1CN([C@H](C)CO)S(=O)(=O)c2ccc(-c3ccc(F)cc3)cc2O[C@H]1CN(C)Cc1ccccc1C(=O)O | -1.54
59 | COc1cccc(-c2ccc([C@H]3[C@@H](C#N)N(C(=O)Cc4ccncc4)[C@@H]3CO)cc2)c1 | -3.76*
60 | O=C(Nc1ccccc1F)N1CC(=O)N2[C@H](CO)[C@@H](c3ccc(C#Cc4ccc(F)cc4)cc3)[C@H]2C1 | 3.25

Four structures from above, sorted by molar mass, ascending:
nr | mol | IDE exosite FP
28 | N#C[C@H]1[C@H](c2ccc(C3=CCCC3)cc2)[C@@H](CO)N1C(=O)c1ccccn1 | -1.14
18 | O=C(c1cccnc1)N1CC(=O)N2[C@H](CO)[C@@H](c3ccc(-c4cccnc4)cc3)[C@H]2C1 | 0.232
35 | O=C(c1cccnc1)N1CCCCN2[C@H](C1)[C@@H](c1ccc(C#Cc3cccnc3)cc1)[C@@H]2CO | 1.88
53 | CC(C)NC(=O)Nc1ccc2c(c1)C(=O)N([C@@H](C)CO)C[C@@H](C)[C@H](CN(C)C(=O)C1CCCCC1)OCCCC[C@H](C)O2 | 1.4

Additional records:
nr | mol | IDE exosite FP
61 | COC(=O)C[C@@H]1CC[C@H]2[C@@H](COC[C@@H](O)CN2S(=O)(=O)c2ccccc2OC)O1 | -0.419
62 | C[C@@H]1CN([C@@H](C)CO)C(=O)c2c(c3ccccc3n2C)-c2ccccc2CO[C@@H]1CN(C)S(=O)(=O)c1ccc([N+](=O)[O-])cc1 | -1.04
63 | CN(C)CC#Cc1ccc([C@@H]2[C@H](CO)N3CCCCN(C(=O)CN(C)C)C[C@@H]23)cc1 | 4.02
64 | O=C(Nc1ccc(F)cc1)N1CCCCN2[C@H](CO)[C@@H](c3ccc(-c4cccc(F)c4)cc3)[C@@H]2C1 | 1.71
65 | CO[C@H]1CC[C@H]2CCOc3ccc(C#N)cc3C(=O)N(C)C[C@@H](c3ccccc3)CC(=O)N(C)C[C@H]1O2 | 0.104
66 | CCCNC(=O)N1[C@H](CO)[C@H](c2ccc(-c3cccnc3)cc2)[C@@H]1C#N | 1.61
67 | COCC(=O)N1CC2(C1)CN(Cc1ccccc1F)[C@H](CO)c1[nH]c3cc(OC)ccc3c12 | -2.22
68 | Cc1noc(C)c1NC(=O)N1C[C@@H](O)COC[C@@H]2O[C@@H](CC(=O)N[C@H]3CCN(Cc4ccccc4)C3)CC[C@H]21 | -0.508
69 | CO[C@@H]1CN(C)C(=O)c2cc(NS(=O)(=O)CC(F)(F)F)ccc2OC[C@H](C)NC[C@H]1C | 1.51
70 | OC[C@@H]1[C@H](c2ccc(C#Cc3ccccc3F)cc2)[C@@H]2CN(CC3CCOCC3)CCCCN12 | -1.68
71 | CCN(C[C@@H]1N[C@@H](CO)[C@H]1c1ccc(-c2cccc(F)c2)cc1)C(=O)CN(C)C | 4.21
72 | COCC#Cc1ccc([C@H]2[C@H](CO)N3C(=O)CN(C(=O)C4CCCCC4)C[C@@H]23)cc1 | -0.965
73 | CCNC(=O)C[C@H]1CC[C@@H]2[C@H](COC[C@H](O)CN2C(=O)c2ccccn2)O1 | -0.617
74 | C[C@H](NC(=O)C[C@@H]1C=C[C@H](NC(=O)c2cccnc2)[C@H](CO)O1)c1ccccc1 | 0.463
75 | CN(C)CC(=O)N1[C@@H](C#N)[C@H](c2ccccc2-c2ccccc2F)[C@@H]1CO | 1.2
76 | COc1ccccc1C#Cc1ccc([C@H]2[C@H](C#N)N(C(=O)C3CCCCC3)[C@H]2CO)cc1 | -6.29*
77 | O=C(NC1CCCC1)N1CC(=O)N2[C@H](CO)[C@H](c3ccc(-c4ccccc4)cc3)[C@@H]2C1 | -5.7*
78 | C[C@@H](NC(=O)[C@H]1[C@H](CO)[C@H]2Cn3c(ccc(-c4ccccc4)c3=O)[C@H]2N1C)c1ccccc1 | 0.00215
79 | CS(=O)(=O)N1[C@H](CO)[C@H](c2ccccc2)[C@@H]1C#N | 1.61
80 | O=C(Nc1ccccc1F)N1CCCCN2[C@H](C1)[C@@H](c1ccc(/C=C/c3ccccc3)cc1)[C@@H]2CO | -2.72
81 | CCC(=O)N1C[C@@H](C)[C@@H](OC)CN(C)C(=O)c2cc(NC(=O)Nc3ccc(Cl)cc3)ccc2OC[C@H]1C | 0.774
82 | N#C[C@H]1[C@@H](c2ccccc2/C=C/c2ccccc2)[C@@H](CO)N1C(=O)Nc1ccccc1 | -1.45
83 | N#Cc1ccc(-c2ccc([C@@H]3[C@@H](CO)N4C(=O)CN(C(=O)Cc5ccccc5)C[C@@H]34)cc2)cc1 | 0.916
84 | COc1cccc(C#Cc2ccc([C@@H]3[C@@H](CO)N4C(=O)CN(C(=O)c5ccncc5)C[C@H]34)cc2)c1 | -1.49
85 | Cc1ccc(-c2ccccc2[C@H]2[C@@H](C#N)N(C(=O)Cc3cccnc3)[C@@H]2CO)cc1 | 1.29
86 | COc1ccc(C#Cc2ccc([C@H]3[C@@H](CO)N4CCCCN(S(=O)(=O)c5cn(C)cn5)C[C@H]34)cc2)cc1 | 2.03
87 | COc1cccc(-c2ccc([C@H]3[C@H](CO)N4C(=O)CN(C(=O)c5cccnc5)C[C@@H]34)cc2)c1 | -1.89
88 | O=C(NC1CCCCC1)N1CC(=O)N2[C@H](C1)[C@@H](c1ccc(-c3ccccc3)cc1)[C@@H]2CO | -9.08*

Given field by field: two of the compounds above
86. COc1ccc(C#Cc2ccc([C@H]3[C@@H](CO)N4CCCCN(S(=O)(=O)c5cn(C)cn5)C[C@H]34)cc2)cc1
  IDE exosite FP: 2.03

84. COc1cccc(C#Cc2ccc([C@@H]3[C@@H](CO)N4C(=O)CN(C(=O)c5ccncc5)C[C@H]34)cc2)c1
  IDE exosite FP: -1.49

Screening results (PubChem BioAssay)
